aGal spleen mod: alpha-galactosidase A (human) modulation | Potency, µM (titrated, usually from 80 µM), inactives show top-dose activity change, negative = inhibition, actives largely listed as inhibitors | P06280 | 240,000 tested, 0.008% active | human spleen homogenate, 4MU-alpha-Gal fluorescence, 40 min;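 note: 0% = enzyme with vehicle and -100% = no enzyme basal signal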
Target sequence (P06280 32-429 limits assumed): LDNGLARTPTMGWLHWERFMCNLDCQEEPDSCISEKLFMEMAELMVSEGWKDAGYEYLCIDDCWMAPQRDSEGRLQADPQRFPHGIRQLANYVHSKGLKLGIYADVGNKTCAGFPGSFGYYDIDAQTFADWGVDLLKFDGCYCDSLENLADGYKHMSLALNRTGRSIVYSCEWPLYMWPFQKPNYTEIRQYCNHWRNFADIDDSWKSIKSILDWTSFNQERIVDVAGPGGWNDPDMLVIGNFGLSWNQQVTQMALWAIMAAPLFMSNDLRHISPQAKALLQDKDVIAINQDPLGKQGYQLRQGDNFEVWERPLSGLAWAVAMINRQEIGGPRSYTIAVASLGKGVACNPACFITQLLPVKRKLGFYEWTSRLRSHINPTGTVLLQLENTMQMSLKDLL
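Inhibition or activation of alpha-galactosidase in human spleen homogenate is scored by 4-MU fluorescence after 40 min at 37C, pH 5.0, with 1 mM substrate. AC50s come from concentration-response fitted to the Hill equation.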
RGS12 GoLoco inh: inhibitors of human Gai1-RGS12 GoLoco interaction (red fluorophore); Gai1:RGS12 GoLoco peptide FP, rhodamine, 10 min; P63096; Potency, µM (highest dose often 61.6 µM), for inactives: at the top dose activity, negative = inhibition, usual class: inhibitors; 230,000 tested, 0.44% active; active = well fitted inhibition curve with a large enough effect, not every such curve was filed as active; inactive = no such curve, though single readings can be large or run the other way; note: % is set by controls: 0 for no effect and ±100 for the full control effect; nearly all actives have a fitted effect of over 30% in size; many of its hits are not listed in these tables
GAA spleen mod: inhibitors or activators of human alpha-glucosidase in spleen homogenate. AID 2112. Potency, µM (titrated, usually from 79.9 µM), for the others: at the highest dose activity change, negative = inhibition, hits mostly inhibitors. human spleen homogenate, 4-MU-alpha-glucoside fluorescence. 240,000 tested, 0.006% active;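 note: 0% = enzyme with vehicle and -100% = no enzyme basal signal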
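Human spleen homogenate (1 ug) with 4-methylumbelliferyl-alpha-D-glucopyranoside (1 mM final) in 50 mM citrate/phosphate pH 5.0, 0.01% Tween-20; 40 min at 37 C. Stopped at pH 10; 4-MU fluorescence Ex 365/Em 440 nm; AC50 by Hill fit.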
JMJD2E inh: JMJD2E (human) inhibition; Potency, µM (series often up to 57.1 µM), without a hit: top-dose activity change, negative = inhibition, actives largely listed as inhibitors; B2RXH2; JMJD2E catalytic domain, FDH-coupled NADH fluorescence (FDH is formaldehyde dehydrogenase); 230,000 tested, 1.6% active; active = well fitted inhibition curve with a large enough effect, not every such curve was filed as active; inconclusive = small, poorly fitted or top-dose-only effect, or another doubt; inactive = no such curve, though single readings can be large or run the other way;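 note: 0% = wells with enzyme and -100% = buffer wells without enzyme; nearly all actives have a fitted effect of over 50% in size; many of its hits are not listed in these tables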
GAA inh: inhibitors of human lysosomal alpha-glucosidase; purified human GAA, 4-MU-alpha-glucoside fluorescence; Potency, µM (top dose mostly 76.9 µM), inactives show at the highest dose activity change, negative = inhibition, most hits filed as inhibitors; 200,000 tested, 0.005% active; P10253;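 note: plate controls were uninhibited enzyme wells for no effect and no-enzyme background for full effect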
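qHTS format, compound range up to 77 uM. Human lysosomal enzyme at 4 nM, 400 uM 4-MU glucoside substrate, pH 5.0, 20 min room temperature; fluorescence after alkaline stop gives activity normalized to controls.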
ALDH1A1 block: blocks purified human ALDH1A1 activity; P00352; Purified ALDH1A1, NADH fluorescence, propionaldehyde substrate; Potency, µM (titrated, usually from 75.3 µM), without a hit: at the top dose activity, negative = inhibition, actives largely listed as inhibitors; 220,000 tested, 7.3% active; AID 1030; active = well fitted inhibition curve with a large enough effect, not every such curve was filed as active; inconclusive = small, poorly fitted or top-dose-only effect, or another doubt; inactive = no such curve, though single readings can be large or run the other way;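 note: plate controls were no enzyme wells and a reference inhibitor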
Target sequence (P00352 whole entry, looked up): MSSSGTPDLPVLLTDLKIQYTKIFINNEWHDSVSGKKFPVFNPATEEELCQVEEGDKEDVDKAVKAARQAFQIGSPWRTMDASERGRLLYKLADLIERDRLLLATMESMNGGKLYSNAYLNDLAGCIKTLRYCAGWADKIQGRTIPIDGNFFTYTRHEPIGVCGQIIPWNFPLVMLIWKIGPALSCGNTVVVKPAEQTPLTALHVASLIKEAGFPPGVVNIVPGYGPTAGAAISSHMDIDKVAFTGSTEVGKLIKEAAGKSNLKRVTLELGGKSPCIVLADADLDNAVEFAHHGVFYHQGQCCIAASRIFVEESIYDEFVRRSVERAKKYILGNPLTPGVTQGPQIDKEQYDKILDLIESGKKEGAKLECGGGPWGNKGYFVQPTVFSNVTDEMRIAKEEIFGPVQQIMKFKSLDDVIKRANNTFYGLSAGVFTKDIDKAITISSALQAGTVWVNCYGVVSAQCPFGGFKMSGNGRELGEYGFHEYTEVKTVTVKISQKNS
GAA glycogen mod: alters human alpha-glucosidase cleavage of glycogen; recombinant GAA, glycogen substrate, Amplex Red glucose oxidase fluorescence; Potency, µM (top dose mostly 76.4 µM), for the others: top-dose activity change, negative = inhibition, most hits filed as inhibitors; AID 2100; 300,000 tested, 0.38% active; P10253;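 note: 0% = full enzyme reaction and -100% = no-enzyme basal signal; the screen sought inhibitors and activators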
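Natural-substrate format: glycogen cleavage by 4 nM human enzyme, glucose read by Amplex Red coupling (Ex 573, Em 610 nm). Normalized to enzyme and no-enzyme controls.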
SMN2 splice enh: enhancers of SMN2 splice variant expression; HEK293 SMN2-luciferase splicing reporter, luminescence, 30-36 h; Potency, µM (highest dose often 46.1 µM), for inactives: at the highest dose activity change, positive = activation, most hits filed as activators; 210,000 tested, 2.8% active; AID 1458; note: % of control where 0% means no effect; nearly all actives have a fitted effect of over 55% in size
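HEK293 cells carry an SMN2 […]–luciferase reporter in which exon 7 inclusion puts luciferase in frame. Cells were plated 10-12 h before compound addition, then incubated 30-36 h at 37C. ONE-Glo luminescence was read; sodium butyrate at 4.5 mM final served as control.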
An asterisk follows results filed as active; ? = inconclusive; nt = not tested or not shown; & = joins results of further samples; [ ] = another dose, or the depositor's remark. Unless noted, calls come from the whole dose curve; as a rule, active = well fitted curve in the direction sought with a large enough effect; inconclusive = small, poorly fitted or top-dose-only effect, or another doubt; inactive = no such curve, though single readings can be large; an effect the other way counts as inactive or inconclusive. Potency is the fitted concentration of half-maximal effect. This is a subset. The share of hits here may be higher or lower than overall.

SMILES	aGal spleen mod	RGS12 GoLoco inh	GAA spleen mod	JMJD2E inh	GAA inh	ALDH1A1 block	GAA glycogen mod	SMN2 splice enh
CCOCCCNC(=O)C(NC(=O)CNC(C)=O)c1ccc(Cl)cc1 (configuration not stated)	1%	nt	-1%	?	5%	?	-5%	nt
Cc1ccsc1CN1CCC(C(=O)NCc2ccccc2Cl)CC1	-3%	4%	-4%	-4%	-10%	?	-2%	10%
CNC(=O)c1c(Cl)cnn1-c1ccccc1	2%	3%	-3%	3%	1%	-1%	6%	nt
Cc1cccc2c3nc4ccccc4nc3n(CCCN3C(=O)c4ccccc4C3=O)c12	11%	-4%	-13%	14%	3%	3%	-1%	-38%[inhibitor]
CN1CCN(c2ccnc(-c3cccnc3)n2)CC1	-2%	9%	-3%	nt	nt	?	nt	nt
CCN=C1SC(CC(=O)NCCc2ccc(OC)c(OC)c2)C(=O)N1CC (configuration not stated)	4%	6%	2%	6%	-2%	20µM*	7%	-9%
N[C@H](CCC(=O)NCC(=O)O)C(=O)O	-2%&-5%&-2%	-2%&1%	3%&0%&-5%	0%	nt	0%&13%	nt	1%
CCOC(=O)c1cnc(-n2nc(C)cc2C)nc1NC	4%	5%	0%	?	-4%	?	-8%	-9%
Cc1ccc2c(c1)cc(CN(Cc1cccnc1)C(=O)c1ccccc1)c1nnnn12	2%	10%	-3%	2%	?	-4%	20%	14%
CCC(CC)C(=O)Nc1ccc(C(=O)Nc2cc(C)on2)cc1	-6%	-5%	-4%	-7%	2%	-4%	0%	-38%[inhibitor]
O=C(CSc1nc2cc(Cl)ccc2s1)c1ccco1	-10%	22%	-2%	-1%	-6%	?	-19%	18%
COc1ccc2ccc(Oc3ncccn3)cc2c1	-2%	8%	-4%	2%	2%	-3%	-9%	18%
CC1CCCCN1S(=O)(=O)c1cccc2cccnc12 (configuration not stated)	6%	4%	2%	-3%	-3%[15.4 µM]	9%	-3%	0%
O=C(NCc1ccc(F)cc1)c1c(O)c2cccc3c2n(c1=O)CCC3	1%	-1%	2%	15%	4%	1%	3%	-27%
Clc1ccc(COn2c(-c3ccc(Cl)cc3)nc3ccccc32)cc1	2%	3%	0%	7%	1%	5%	1%	-24%
CC(=O)C1C(c2ccc(Br)cc2)c2c(noc2C)CC1(C)O (configuration not stated)	3%	4%	-1%	-6%	nt	nt	7%	nt
CCOC(=O)c1sc(NC(=O)CCN2CCOCC2)c(C(=O)OCC)c1C	9%	-3%	2%	-8%	-1%	18µM*	-6%	-5%
CC1(CCc2ccccc2)NC(=O)N(CC(=O)Nc2ccc(S(N)(=O)=O)cc2)C1=O (configuration not stated)	-1%	11%	5%	3%	7%	13%	1%	9%
O=C(/C=C/c1ccccc1)NC1CCSC1=O (configuration not stated)	-4%	1%	2%	0%	-4%	-12%	-6%	16µM*
CS(=O)(=O)Nn1cnc2ccccc2c1=O	7%	-11%	2%	2%	-5%	8%	5%	12%
COc1ccc2nc(C)cc(N3CCOCC3)c2c1	2%	1%	-8%	-1%	-3%	-1%	1%	-10%
Fc1ccc(Oc2nnnn2-c2ccccc2)cc1	-6%	3%	-3%	9%	0%	?	11%	-11%
COc1ccccc1Nc1nc(N)nc(CSc2nncn2C)n1	-2%	6%	-1%	2%	-1%	?	-1%	-12%
O=C(c1ccccc1)c1cccc(NC(=O)c2ccco2)c1	-19%	8%	-4%	-1%	-2%	-22%	2%	18%
COCCN(C(=S)Nc1cccc(C)c1C)C(C)c1ccco1 (configuration not stated)	5%	-8%	6%	-3%	-5%	13%	4%	-11%
CC(C)[C@H](NC(=O)c1ccccc1)C(=O)OCc1nc2scc(-c3ccccc3)c2c(=O)[nH]1	9%	31%[activator]	5%	5%	-2%	5%	4%	-37%[inhibitor]
CCCC(=O)C1=C(O)C(C(=O)OC)C(C)(C)CC1=Nc1ccc(N)cc1 (configuration not stated)	-3%	6%	-1%	11%	9%	-11%	13%	-4%
CC(C)(C)C(=O)Cn1c(=O)n(-c2ccc(F)cc2F)c(=O)c2sccc21	1%	3%	6%	3%	-10%	4%	0%	-20%
Nc1ccccc1Nc1cc(-c2ccccc2)nn1-c1cccc(Cl)c1	2%	1%	-6%	?	2%	6%	?	-7%
Cc1cc(C(=O)N/N=C2\CC(=O)CC(C)(C)C2)c(C)n1-c1ccccc1	6%	-9%	-4%	1%	10%	?	2%	-49%[inhibitor]
Cc1cc(C)cc(N2CCCn3c2nc2c3c(=O)n(CC(=O)OCc3ccccc3)c(=O)n2C)c1	-12%	0%	-12%	10%	-4%	-4%	0%	-14%
Cc1ccc(C2Nc3ccccc3C(=O)N2Cc2ccco2)cc1 (configuration not stated)	6%	-3%	-3%	?	9%	?	-10%	-17%
O=[N+]([O-])c1cc(S(=O)(=O)NC2=NCCCCC2)ccc1Cl	2%	3%	6%	-6%	-2%	-10%	0%	6%
C=CCc1cccc2cc(C(=O)N(C)C)c(=O)oc12	0%	-9%	-2%	?	-4%	?	-7%	-21%
CCOc1cc(C(=O)O/N=C(\N)c2ccc([N+](=O)[O-])cc2)cc(OCC)c1OCC	-2%	4%	-4%	4%	6%	8%	2%	6%
O=C(O)c1c(-n2cccc2)sc2c1CCCC2	2%	9%	4%	-18%	15%	-3%	5%	nt
Cc1ccc(OCCSCc2nc3ccccc3[nH]2)cc1	1%	-10%	-25%	-2%	2%	-5%	8%	-46%[inhibitor]
CCN1CCN(C(c2ccccc2)c2nnnn2Cc2ccc3c(c2)OCO3)CC1 (configuration not stated)	2%	11%	-1%	3%	-5%	-6%	13%	nt
CSc1ccccc1NC(=O)Cn1ccsc1=N	2%	-2%	2%	4%	6%	3%	2%	12%
O=C(c1cn(-c2ccccc2)nc1-c1cccc(Br)c1)N1CCOCC1	1%	5%	-7%	4%	2%	25µM*	3%	-10%
O=C(NCc1ccccc1F)C1CCCN(C(=O)NC2CCCCC2)C1 (configuration not stated)	-10%	6%	-16%	5%	-3%	3%	-1%	-10%
Cc1nnc(SCCn2c(N(C)Cc3ccccc3)nc3c2c(=O)[nH]c(=O)n3C)s1	-2%	0%	4%	3%	-2%	4%	0%	-11%
Cc1cc(NC(=O)CCc2ccc(C)o2)no1	1%	-9%	2%	-2%	2%	-6%	-4%	6%
Cc1onc(-c2c(F)cccc2Cl)c1C(=O)NCCO	2%	0%	-4%	-11%	-2%	-2%	2%	12%
CN(C)c1ccc(O)c2c1CC1CC3[C@@H](N(C)C)C(=O)C(C(N)=O)=C(O)[C@]3(O)C(=O)C1=C2O (some centres not stated)	-1%	2%	-3%	?	?	-10%	?	-20%
O=c1[nH]c(=O)n([C@H]2C[C@H](O)[C@@H](CO)O2)cc1Br	7%&-1%&-5%	-5%&6%&8%&5%	16%&-9%&7%	1%&10%	nt	2%&4%	nt	10µM*
CN(Cc1cccs1)C(=O)COc1cccc(-n2cnnn2)c1	4%	2%	-2%	0%	-7%	-8%	-14%	16%
C/C(=N\NC(=O)c1csc(C)c1C)c1ccc(C)s1	-3%	-7%	4%	3%	-9%	3%	-5%	?
COC(=O)c1cccc(NC(=O)CSc2nnnn2C)c1	14%	4%	8%	4%	3%	14µM*	2%	5%
O=C(CCl)Nc1ccc(Oc2cnc3ccccc3n2)cc1	?	3%	1%	2%	8%	0.11µM*	4%	-74%[inhibitor]
CN1CCN(C(=O)c2cccc(COc3cc(Cl)ccc3Cl)c2)CC1	0%	-3%	-10%	0%	?	10µM*	-1%	10µM*
Cc1cc(C(=O)N/N=C/C=C/c2ccccc2[N+](=O)[O-])c(C)o1	-6%	3%	3%	9%	-1%	5.6µM*	0%	-10%
COc1ccc(Oc2ncc3nc(C)c(=O)n(-c4ccccc4)c3n2)cc1	8%	4%	-7%	nt	nt	?	nt	nt
CC1(C)C2CCC1(C)C(OC(=O)C[n+]1ccccc1)C2 (configuration not stated)	-3%	1%	0%	11%	nt	nt	1%	nt
Cc1ccc(NCC(=O)Nc2cccc(S(=O)(=O)N(C)C)c2)c(Cl)c1	-1%	-22%	-3%	13%	-4%	-18%	-2%	-7%[1.84 µM]
O=c1ccc(S(=O)(=O)N2CCC(Cc3ccccc3)CC2)c[nH]1	1%	10%	-9%	-2%	?	3%	0%	?
CCN=C1SC(CC(=O)NC(C)C)C(=O)N1CC (configuration not stated)	4%	3%	0%	-7%	-2%	4%	-16%	24%
O=C(Nc1ccccc1Cl)c1cccc(COc2cc(Cl)ccc2Cl)c1	8%	-4%	4%	-1%	0%	3%	-1%	6.3µM*
CC1(C)OC(=O)C(=NNc2ccc(C(=O)O)cc2)C(=O)O1	-1%	1%	-3%	-9%	nt	nt	3%	nt
Fc1ccc(-c2nnc(NC3=NCCCCC3)o2)cc1	-6%	2%	-8%	3%	-3%	7%	-1%	-21%
Cc1cc(C)n2nc(-c3sccc3-n3c(C)ccc3C)cc2n1	-6%	9%	-1%	-6%	-4%	3%	11%	-1%
O=C(CC1CS(=O)(=O)CC1CC(=O)Nc1ccc2c(c1)OCCO2)Nc1ccc2c(c1)OCCO2 (configuration not stated)	4%	26%	5%	0%	-4%	?	-25%	nt
Cc1ccc(C2=NN(C(=O)COc3ncnc4ccccc34)C(c3ccco3)C2)cc1 (configuration not stated)	-6%	16%	-1%	?	0%	6%	6%	?

5 records picked at random from the list so far, as already listed:
SMILES	aGal spleen mod	RGS12 GoLoco inh	GAA spleen mod	JMJD2E inh	GAA inh	ALDH1A1 block	GAA glycogen mod	SMN2 splice enh
CC(C)(C)C(=O)Cn1c(=O)n(-c2ccc(F)cc2F)c(=O)c2sccc21	1%	3%	6%	3%	-10%	4%	0%	-20%
CCOC(=O)c1sc(NC(=O)CCN2CCOCC2)c(C(=O)OCC)c1C	9%	-3%	2%	-8%	-1%	18µM*	-6%	-5%
Cc1cc(C(=O)N/N=C/C=C/c2ccccc2[N+](=O)[O-])c(C)o1	-6%	3%	3%	9%	-1%	5.6µM*	0%	-10%
CCOC(=O)c1cnc(-n2nc(C)cc2C)nc1NC	4%	5%	0%	?	-4%	?	-8%	-9%
O=C(/C=C/c1ccccc1)NC1CCSC1=O (configuration not stated)	-4%	1%	2%	0%	-4%	-12%	-6%	16µM*

High-throughput results (PubChem)
